# CF NFkB inh: blocks PAF-induced NF-kB reporter in cystic fibrosis cells; KKLEB NF-kB-GFP reporter, GFP fluorescence overnight; inhibition, % at 5 µM; 0.86% of 360,000 active; AID 588850;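 active means at least 50% inhibition at 5 µM, scaled per plate between neutral and stimulator controls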;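 further: PAF is a Pseudomonas aeruginosa culture filtrate used as stimulus; plate controls were PAF-stimulated DMSO wells for no effect and unstimulated DMSO wells for full effect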
# KKLEB tox: reduces viability of KKLEB cystic fibrosis airway cells; activity change (cytotoxicity), % at 5 µM; 0.36% of 360,000 active; KKLEB CF airway cells viability, ATPlite luminescence, overnight; active compounds read low; cells stimulated with P. aeruginosa culture filtrate; AID 602141;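 active means corrected activity change at or below -50% at 5 µM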
# HIF-2a block: HIF-2a inhibition | 786-0 RCC cells HIF-2a reporter, luciferase luminescence, overnight | inhibition, % at 18.8 µM | 0.72% of 360,000 active;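 active means inhibition of the luminescence signal of 40% or more relative to plate controls, in a single-dose primary screen at 18.75 µM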
# NR2E3 ag-1: human photoreceptor-specific nuclear receptor agonism; Q9Y5X4; CHO-S Gal4-NCOR/VP16-NR2E3 two-hybrid, luciferase; inhibition of corepressor binding, % at 3.98 µM; 0.35% of 360,000 active; AID 602229;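 active means inhibition above the mean of all tested compounds plus 3 SD, cut at about 70% in these data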;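 further: 0% = DMSO with NR2E3 transfected cells and 100% = cells lacking NR2E3 construct; higher means lower luciferase signal from less NR2E3 corepressor binding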
# Target sequence (Q9Y5X4 whole entry, looked up, the tested form may be a part): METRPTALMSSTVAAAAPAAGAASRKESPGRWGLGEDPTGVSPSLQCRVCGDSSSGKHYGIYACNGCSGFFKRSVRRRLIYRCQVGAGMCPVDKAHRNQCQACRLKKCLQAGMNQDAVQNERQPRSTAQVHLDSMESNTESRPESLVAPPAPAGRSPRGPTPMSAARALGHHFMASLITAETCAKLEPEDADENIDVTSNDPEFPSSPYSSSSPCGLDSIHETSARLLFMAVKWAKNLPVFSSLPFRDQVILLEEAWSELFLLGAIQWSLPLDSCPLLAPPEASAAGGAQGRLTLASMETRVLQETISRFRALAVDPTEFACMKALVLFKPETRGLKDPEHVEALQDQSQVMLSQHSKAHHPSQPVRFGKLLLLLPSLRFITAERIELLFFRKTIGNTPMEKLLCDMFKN
# TWEAK Fn14 block: TWEAK-Fn14 signaling inhibition; TWEAK-stimulated Fn14 reporter cells, luciferase luminescence, 8 h; inhibition, % at 10 µM; 2% of 360,000 active; in the data active means inhibition above about 50%
# hiPSC survival: increases survival of single human iPS cells; AID 602274; hiPSC single-cell survival, ATPlite luminescence; 100% = ROCK inhibitor wells, 0% = DMSO; 0.044% of 360,000 active; survival enhancement, % at 20 µM; in the data active means survival enhancement above about 18%;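 further: cells exposed to compounds for 16 hours before the ATP read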
# MITF TRPM1 inh: inhibitors of MITF-driven TRPM1 promoter in melanoma cells; inhibition, % at 12.5 µM; 0.83% of 330,000 active; SK-MEL-5 TRPM1 promoter luciferase, 24 h;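 active means mean inhibition across replicates of 60% or more, whatever share of single replicates reaches that level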; further: values of inactives mirror those of a sister screen read the other way
# Shn3 inh set2: Schnurri-3 reporter inhibition in Clone20 osteoblasts. Clone20 osteoblast Shn3 3'UTR firefly luciferase, 24 h. inhibition, % at 12.5 µM. 0.52% of 360,000 active. AID 588674;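 active means mean inhibition of at least 75% with every replicate also reaching 75%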;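 further: 0% = median of neutral control wells and 100% = pilot-screen positive control compound; some compounds past the cut are filed as inactive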
# Peg3 prom inh: reduces Peg3 promoter-driven luciferase expression in HeLa; HeLa PEG-Prom luciferase reporter, luminescence, overnight; inhibition, % at 20 µM; 1.7% of 360,000 active;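 active means inhibition of at least 50% at 20 µM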
# aDG glyco up: alpha-DG glycosylation activation | AID 624168 | activation, % at 10 µM | 0.22% of 360,000 active | Pro5-aDG cells, alpha-DG glycosylation AlphaScreen (IIH6); 0% Pro5, 100% B10-LARGE cell signal;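 active means activation of at least 8% versus controls, or a plate z-score of at least 8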;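 further: Pro5 are CHO cells carrying HIG-tagged alpha-DG that lacks glycosylation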
# NR2E3 ag-2: agonists of human nuclear receptor NR2E3; Q9Y5X4; GST-NR2E3/biotin-RetCOR TR-FRET, 1536-well; inhibition of corepressor binding, % at 4.78 µM; 0.12% of 320,000 active; AID 2300;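 active means percent inhibition above the cutoff of mean plus 3 SD of all tested compounds, set per screening campaign, cut at about 20% in these data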;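 further: 0% = DMSO wells and 100% = biotin wells as full block of FRET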
#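 System: GST-NR2E3 and biotin-RetCOR proteins; probe or stimulus: 7 nM biotin-RetCOR; doses: compound at 4.8 µM, single dose; schedule: Compound–protein incubation for 5 h at 4 °C; detection: time-resolved FRET; read-out: percent inhibition; controls: biotin wells as high control, 0.6% DMSO wells as low control; format: 1536-well plates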
# * marks the source's active call; other numbers are inactive results; · = not tested or not shown.
SMILES,CF NFkB inh,KKLEB tox,HIF-2a block,NR2E3 ag-1,TWEAK Fn14 block,hiPSC survival,MITF TRPM1 inh,Shn3 inh set2,Peg3 prom inh,aDG glyco up,NR2E3 ag-2
O=C(CSC1CCCCC1)N1CCN(c2ccccc2)CC1,-14,3,-100,-12,-20,-0.1,2,3,-65,-0.2,0
CCOc1ccc(N(CC(=O)NCCSCc2ccco2)S(=O)(=O)c2ccc(C)cc2)cc1,15,-35,11,-9,19,-0.5,4,4,8,-0.1,4
COc1cccc(/C=C2\CCc3ccccc3C2=O)c1,5,-39,-257,-43,61*,-0.8,-75,-22,-175,0.5,2
O=C(NC1CCCC1)c1ccc(S(=O)(=O)N2CCCC2)cc1,-4,4,1,-15,-38,-1.8,13,15,5,-0.1,0
CC(C)C(=O)N1CCN(c2ccc(NC(=O)c3cccs3)cc2)CC1,-14,4,-41,-18,-9,-3.2,-7,-15,-37,0.4,-4
COc1cc(C2C(C#N)=C(N)OC3=C2C(=O)CC(C)(C)C3)cc2c1OCO2 (stereo not drawn),12,-14,19,0,6,-0.5,3,18,9,-0.2,-1
Cc1cccc(-n2ncc3c(N4CCCC4)ncnc32)c1,-11,-15,-148,-144,57*,-4.3,-48,11,-102,-0.1,0
CCCN(CCC)S(=O)(=O)c1ccc(C(=O)Nc2cccnc2)cc1,-2,-19,14,-1,-11,1.0,-3,14,0,0.0,1
C=CCn1c(SCC(N)=O)nc2sc3c(c2c1=O)CCC3,3,8,11,0,20,0.0,6,11,16,-0.1,-1
CCn1c(SCc2ccc(C(=O)O)cc2)nnc1-c1ccc(Cl)cc1,-12,-8,19,-16,1,-0.4,3,5,0,0.0,-2
O=C(c1nc2ccc(Cl)cn2c1CN1CCCC(CO)C1)N1CCc2ccccc2C1 (stereo not drawn),-3,5,10,-24,9,-0.3,-3,-7,13,0.4,-1
CC(C)(C)c1ccc(C(=O)Nc2cccc([N+](=O)[O-])c2)cc1,0,-33,-277,-136,3,-2.0,-99,-68,-313,1.2,-2
Cc1sc2nc(SCC(=O)N3CCCCC3)[nH]c(=O)c2c1C,10,4,7,-14,21,3.1,7,-70,-5,-0.1,-6
CCN(c1ccc(OC)cc1)S(=O)(=O)c1csc(C(N)=O)c1,-3,11,16,-9,12,-0.2,-1,11,-5,0.0,4
CC(C)OC(=O)CSc1nnc(-c2ccccn2)n1N,0,8,19,-25,0,0.0,·,·,6,-0.1,-3
C=CCn1c(O)c(N=NC(=O)CNC(=O)c2cccs2)c2ccccc21,-8,-8,10,-22,-8,4.2,12,22,20,0.1,-4
CC(=O)Nc1ccc(NC(=O)C(C)OC(=O)c2ccc3c(c2)OCCO3)cc1 (stereo not drawn),-6,5,1,-17,2,0.4,-7,7,7,0.1,-2
COc1cc(C(c2nnnn2C(C)(C)C)N2CCN(C)CC2)cc(OC)c1OC (stereo not drawn),-3,0,0,-14,11,4.3,-1,12,18,-0.4,2
COc1cccc(-c2cnc(C(O)c3ccc(Cl)c(F)c3)[nH]2)c1 (stereo not drawn),-18,3,-35,27,4,-1.2,·,4,-4,0.0,·
COc1ccc(Sc2ccc(-c3nc4cnccn4c3NC3CCCCC3)cc2OC)cc1,3,-6,15,14,62*,0.1,0,56,63*,0.5,·
O=C(Nc1cccc(O)c1)c1ccc2c(c1)C(=O)N(Cc1ccco1)C2=O,-29,9,9,7,5,1.1,6,6,-10,-0.3,3
Nn1c(SCC(=O)NCCC2=CCCCC2)nnc1C1CCCCC1,-5,7,15,7,-10,2.4,0,-6,21,0.0,2
CCOc1ccc(-c2noc(-c3ccncc3)n2)cc1OCC,-2,-4,-64,-40,0,0.8,-4,-18,-44,0.0,2
O=C(N/N=C/c1ccc(Cl)cc1)c1ccc2nc[nH]c2c1,-1,-4,-90,-21,6,-2.7,·,-2,-34,-0.4,·
O=C(Oc1ccc(/C=N/NC(=O)c2ccccn2)cc1)c1cccc(F)c1,-14,12,-80,-34,1,-0.4,-36,-30,-149,0.2,4

# Next section; it opens with the 5 that closed the last part.
SMILES,CF NFkB inh,KKLEB tox,HIF-2a block,NR2E3 ag-1,TWEAK Fn14 block,hiPSC survival,MITF TRPM1 inh,Shn3 inh set2,Peg3 prom inh,aDG glyco up,NR2E3 ag-2
O=C(Nc1cccc(O)c1)c1ccc2c(c1)C(=O)N(Cc1ccco1)C2=O,-29,9,9,7,5,1.1,6,6,-10,-0.3,3
Nn1c(SCC(=O)NCCC2=CCCCC2)nnc1C1CCCCC1,-5,7,15,7,-10,2.4,0,-6,21,0.0,2
CCOc1ccc(-c2noc(-c3ccncc3)n2)cc1OCC,-2,-4,-64,-40,0,0.8,-4,-18,-44,0.0,2
O=C(N/N=C/c1ccc(Cl)cc1)c1ccc2nc[nH]c2c1,-1,-4,-90,-21,6,-2.7,·,-2,-34,-0.4,·
O=C(Oc1ccc(/C=N/NC(=O)c2ccccn2)cc1)c1cccc(F)c1,-14,12,-80,-34,1,-0.4,-36,-30,-149,0.2,4
Cc1cc(C(=O)N/N=C/c2cc([N+](=O)[O-])ccc2O)c2ccccc2n1,5,-12,11,-18,10,-0.4,21,41,15,-0.3,-3
COc1cc(/C=N/NC(=O)c2cccs2)ccc1O,-3,10,12,-6,13,0.9,2,17,0,0.0,-1
Cc1ccc(O)c(N=Nc2ccc(S(=O)(=O)N3CCCC3)cc2)c1,8,-12,2,21,3,0.0,1,-13,-8,0.0,2
Cn1nc(C(=O)OCC(=O)Nc2ccc(S(N)(=O)=O)cc2)c2ccccc2c1=O,-10,-6,14,-18,-2,0.3,10,2,7,0.0,-1
COc1ccc(Nc2c(-c3cc4ccccc4o3)nc3nc(C)cc(C)n23)cc1,·,·,-106,-46,0,0.1,·,·,·,0.0,·
O=C(CN1CCN(Cc2ccccc2)CC1)Nc1nnc(C(F)(F)F)s1,-8,0,6,27,-2,0.4,9,11,5,0.4,-1
CC(=O)NC(c1ccccc1)c1nc(-c2cc(F)cc(F)c2)cs1 (stereo not drawn),-4,-6,-63,-26,-7,3.3,·,-5,-17,0.0,·
Cc1c(Cl)c(C(=O)NC2CCCC2)nn1C,2,3,7,-20,-6,-0.1,2,-7,3,-0.1,-1
CC(=O)c1ccccc1OC(=O)c1ccc(-c2ccccc2)cc1,-15,4,-40,-16,-16,0.0,-8,-16,-24,-0.1,1
COc1cc2c(cc1OC)-c1cc(Nc3ccccc3)nc(=O)n1CC2,16,-2,4,1,-32,0.7,-5,22,9,-0.2,-5
CCOC(=O)c1cnc(-c2ccc(C(F)(F)F)cn2)[nH]c1=O,2,10,19,-7,-13,-0.4,·,-15,1,0.1,1
NC(=O)CN1C(=O)C(O)(CC(=O)/C=C\C=C\c2ccccc2)c2ccccc21 (stereo not drawn),-38,1,7,-8,3,0.9,-10,-7,-7,-0.1,-2
CCc1ccccc1NC(=O)Cn1nc(C)n2cccc2c1=O,-19,-2,17,0,-5,-0.5,1,-22,4,0.3,0
COc1cccc(C(=O)Nc2c(C(N)=O)oc3ccccc23)c1,-32,-10,-7,4,26,2.7,9,-28,29,-0.1,1
C=CCC1=C/C(=C\c2c(N)n3nc(CC(=O)N4CCOCC4)sc3nc2=O)C=C(OC)C1=O,-14,-4,16,-26,2,-0.2,18,7,14,0.3,-1
Cc1ccccc1OCCn1cc(C(=O)C(=O)N2CCOCC2)c2ccccc21,6,-1,22,-6,-18,-0.1,17,3,17,-0.1,0
COc1ccc(-c2cc(C(=O)Nc3cc(C)nn3-c3ccccc3)no2)cc1OC,-8,0,8,-13,-23,-0.4,4,5,-6,-0.1,3
COc1ccc(S(=O)(=O)NC(C)C(=O)NCc2ccc3c(c2)OCO3)cc1OC (stereo not drawn),2,-5,-9,23,2,-0.7,1,9,9,0.1,-1
COC(=O)C(O)(NC(=O)c1ccncc1)C(F)(F)F (stereo not drawn),8,-9,8,-18,5,-0.5,4,-5,-4,-0.2,0
CCOC(=O)C(=O)Nc1ccc(OC)c(Cl)c1,13,6,4,-16,-3,2.7,7,-2,3,-0.5,-2
CCCCc1nc(NCC2CCCO2)c(C#N)c2c1COC(C)(C)C2 (stereo not drawn),4,0,20,-17,11,12,-14,11,9,-0.1,0
CCc1nnc(NC(=O)CN2CCN(C3CCCCC3)CC2)s1,8,-6,4,-8,4,2.2,10,-13,4,0.4,-4
CNC(=S)NC1(C)CCS(=O)(=O)C1 (stereo not drawn),-18,4,13,13,-2,-0.4,-21,4,10,0.0,-5
CCC(=O)Nc1cccc(NC(=O)c2cccnc2)c1,5,-3,-48,8,-2,-0.5,-3,-7,-26,-0.1,4
Cn1c(CNC(=O)Nc2cccc(Cl)c2)nnc1SCc1ccccc1,9,-6,1,10,9,-1.8,-2,5,11,0.7,6

# The listing continues:
SMILES,CF NFkB inh,KKLEB tox,HIF-2a block,NR2E3 ag-1,TWEAK Fn14 block,hiPSC survival,MITF TRPM1 inh,Shn3 inh set2,Peg3 prom inh,aDG glyco up,NR2E3 ag-2
CS(=O)c1ccccc1COC(=O)Nc1ccc(Cl)cc1 (stereo not drawn),5,-3,-50,-8,8,0.1,-13,-7,-37,0.8,0
O=C(Nc1ccc(Oc2ccccc2)nc1)C1CCN(Cc2ccccc2)CC1,-45,3,12,-7,7,-0.5,10,10,8,0.9,0
CC(=O)Nc1ccc(Sc2ncccc2C(=O)Nc2ccc(F)cc2)cn1,1,-1,-1,11,-1,-0.2,8,6,8,-0.2,0
CCOC(CCNC(=O)CCC(=O)Nc1ccc2nc(N3CCN(C)CC3)cc(C)c2c1)OCC,-7,-2,16,-41,17,-0.6,-11,10,-2,-0.1,-1
COc1ccc(S(=O)(=O)N2CCc3ccccc32)cc1C(=O)NCc1ccco1,28,-11,16,-7,17,-0.5,7,13,28,-0.1,·
COc1cc(NC(=O)C2CC(c3cccc(Br)c3)=NO2)cc(OC)c1OC (stereo not drawn),13,-8,21,17,-8,-0.4,7,-7,25,-0.1,1
COC(=O)N1N=C(c2ccccc2)CC1(O)C(F)(F)F (stereo not drawn),1,-1,-139,-56,-11,1.7,-60,-79,-159,0.4,0
O=C(CN1C(=O)c2ccccc2S1(=O)=O)Nc1ccc(S(=O)(=O)N2CCCCC2)cc1,6,4,6,-1,5,-1.2,-8,2,8,-0.1,2
COc1ccc(C2=NS(=O)(=O)N(C)C(C(=O)Nc3ccc(C)cc3)=C2)cc1,-16,-3,-23,17,-10,-1.1,-14,1,-1,0.5,5
Cc1cc(=O)n2nc(N3CCCC3C(=O)Nc3ccc(C(C)C)cc3)sc2n1 (stereo not drawn),-26,16,8,-13,-1,-1.8,-1,-4,12,0.2,1
CCOc1ccccc1NC(=O)CN1c2cccc3cccc(c23)S1(=O)=O,-30,-3,12,-30,-5,-0.5,19,-2,5,0.2,4
COc1ccc(NC(=O)c2oc3ccccc3c2NC(=O)C2CC2)c(OC)c1,-14,9,-11,-21,4,0.5,3,23,22,-0.2,1
